# Bioassay records from PubChem.
# AddAB inh: growth inhibition of E. coli expressing H. pylori AddAB, primary screen, AddAB inhibitor project, absorbance | inhibition, % at 11.9 µM | 330,000 tested, 0.29% active; in the data active means inhibition above about 12%;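 further: 0% = vehicle wells of infected cells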
# DAGLB inhibitor: DAGLB lipase inhibitors, primary screen, biochemical, fluorescence, HTS. Diacylglycerol lipase-beta (Homo sapiens), Q8NCG7. HEK293T DAGLB membrane lysate, EnzChek fluorogenic substrate. inhibition, % at 5.17 µM. 340,000 tested, 0.059% active. AID 504411, 2011; in the data active means inhibition above about 34%;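 further: 0% = enzyme with vehicle and 100% = wells lacking enzyme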
# HTR5A inv ctr: HTR5A inverse agonists in luminescence cell assay, primary screen, counter-screen for OPRM1-OPRD1 heterodimer inverse agonist project, full-deck HTS | HTR5A cell line, inverse agonism | inhibition, % at 9.3 µM | 340,000 tested, 0.083% active | AID 504634, 2011; in the data active means inhibition mostly above about 23%, no sharp cut-off; inactive means mostly below about 18%;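 further: 0% = cells with DMSO and 100% = no-cell wells with DMSO; some compounds called inactive have numbers as strong as hits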
# Target sequence (P47898 whole entry, looked up): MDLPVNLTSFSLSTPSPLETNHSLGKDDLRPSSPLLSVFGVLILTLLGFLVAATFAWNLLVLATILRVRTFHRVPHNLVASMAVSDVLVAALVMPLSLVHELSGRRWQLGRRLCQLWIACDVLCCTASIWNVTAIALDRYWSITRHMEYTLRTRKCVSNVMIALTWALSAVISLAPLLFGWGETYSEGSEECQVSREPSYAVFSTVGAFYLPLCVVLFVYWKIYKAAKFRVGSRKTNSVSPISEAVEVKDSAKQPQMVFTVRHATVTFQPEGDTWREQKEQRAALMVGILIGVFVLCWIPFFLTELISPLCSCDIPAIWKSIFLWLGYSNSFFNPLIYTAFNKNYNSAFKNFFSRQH
# phage Ecoli inh: growth loss of phage-infected E. coli, primary screen, RecBCD inhibitor project, absorbance, with phage, HTS | inhibition, % at 11.9 µM | 360,000 tested, 0.26% active | AID 651602, 2012; in the data active means inhibition above about 11%
# PKA-R2B act: activators of PKA-R2B holoenzyme, primary screen, biochemical, fluorescence polarization, Cy5-IP20, human. cAMP-dependent protein kinase catalytic subunit beta (Homo sapiens) + cAMP-dependent …. PKA-R2B holoenzyme dissociation; R2B truncated from residue 108, S112A mutant; 0% DMSO only, 100% 113 µM cGMP. activation, % at 11.4 µM. 340,000 tested, 0.079% active. AID 504700, 2011;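 active means activation above a cutoff set at the mean over all compounds plus 3 SD, cut at about 18% in these data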;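 further: higher means more holoenzyme dissociation and a rise in polarization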
# Target sequence (P31323 whole entry, looked up, other chains not shown, the tested form may be a part): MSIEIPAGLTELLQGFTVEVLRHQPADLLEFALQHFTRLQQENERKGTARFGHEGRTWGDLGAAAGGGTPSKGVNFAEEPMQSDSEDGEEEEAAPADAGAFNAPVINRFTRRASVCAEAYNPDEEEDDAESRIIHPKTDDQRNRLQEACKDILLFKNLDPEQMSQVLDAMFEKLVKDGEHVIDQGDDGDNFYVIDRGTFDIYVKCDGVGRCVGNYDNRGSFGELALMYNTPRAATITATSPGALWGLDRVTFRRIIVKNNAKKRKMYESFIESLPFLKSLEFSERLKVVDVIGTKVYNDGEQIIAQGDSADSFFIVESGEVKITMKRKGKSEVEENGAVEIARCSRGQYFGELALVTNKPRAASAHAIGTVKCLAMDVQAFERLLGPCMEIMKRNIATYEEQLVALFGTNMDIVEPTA
# Ecoli viability: E. coli V3065 growth inhibition, primary screen, counter-screen for AddAB inhibitor project, absorbance, OD600; 18 h; inhibition, % at 11.9 µM; 330,000 tested, 0.27% active; AID 449728, 2010;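 active means inhibition above the campaign's mean inhibition across all tested compounds plus 3 SD, cut at about 9.9% in these data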;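 further: uninfected addAB+ strain grown without phage in ampicillin broth; 0% = DMSO wells and 100% = ciprofloxacin 0.95 µg/ml wells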
# PKA-R1A activ: activators of PKA-R1A holoenzyme, primary screen, biochemical, fluorescence polarization, Cy5-IP20, bovine R1A, mouse PKAc | AID 504707, 2011 | 340,000 tested, 0.083% active | activation, % at 11.4 µM | PKA-R1A dissociation; scaled: DMSO 0%, 113 µM cGMP 100% | cAMP-dependent protein kinase type I-alpha regulatory subunit (Bos taurus) + …;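 active means percent activation above the mean of all tested compounds plus 3 SD, cut at about 19% in these data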;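 further: higher means more PKAc released from R1A so a rise in polarization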
# Tat export inh: E. coli Tat export inhibitors, primary screen, MC4100, TorA-mCherry reporter, fluorescence, single point. inhibition, % at 10 µM. 340,000 tested, 0.036% active. AID 488895, 2010;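 active means mean replicate inhibition at least 50% and at least half of replicates individually reaching 50%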;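 further: exported cargo escapes ClpAP degradation while cytoplasmic cargo is degraded and loses fluorescence; 0% = median of neutral control wells and 100% = median of NaSCN control wells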
# HTR5A ag ctr: HTR5A agonists in luminescence cell assay, primary screen, counter-screen for OPRM1-OPRD1 heterodimer agonist project, full-deck HTS; 340,000 tested, 0.61% active; activation, % at 9.3 µM; AID 504692, 2011; 5-hydroxytryptamine receptor 5A (Homo sapiens), P47898; cell-based; in the data active means activation mostly above about 9.5%, no sharp cut-off; inactive means mostly below about 7.6%;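 further: 0% = cells with vehicle only and 100% = reference agonist; strong numbers were not always called active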
# CDK5 p35 inh: inhibitors of human CDK5/p35 kinase, primary screen, biochemical, single concentration. Cyclin-dependent kinase 5 (Homo sapiens) + Cyclin-dependent kinase 5 activator 1 (Homo …. Recombinant CDK5/p35, ADP-Glo luminescence, 60 min. inhibition, % at 10 µM. 330,000 tested, 0.01% active;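 active means highest replicate inhibition of at least 50% and at least 75% of replicates reaching 50%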;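 further: plate controls were DMSO neutral control for no effect and GW8510 at 10 µM for full effect; many of its hits are not listed in these tables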
# Mot1-301 SUMO: yeast Mot1-301 growth rescue at high temperature, primary screen, SUMOylation pathway inhibitor project, S. cerevisiae, ATP luminescence, 38.5C; growth rescue, % at 18.8 µM; 320,000 tested, 1% active; S. cerevisiae Mot1-301 growth rescue; percent above DMSO median, 100 means doubled;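 active means every valid replicate shows activation above 250% relative to neutral control wells; inactive means the rest, any valid replicate at or below 250%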;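 further: OY570 slx delta 5 strain wells were the positive control but not used for scaling; some compounds called inactive have numbers as strong as hits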
# * hit, by the source's call; . = not tested or not shown.
SMILES	DAGLB inhibitor	Ecoli viability	phage Ecoli inh	Tat export inh	AddAB inh	CDK5 p35 inh	PKA-R2B act	PKA-R1A activ	HTR5A ag ctr	HTR5A inv ctr	Mot1-301 SUMO
COc1ccc(OCCOC(=O)c2ccc(-n3cnnn3)cc2)cc1	-4	-0.6	1.5	-4	0.2	1.4	5	-1	0	12	-17
O=C1c2ccccc2C(=O)N1OCCOCCOCCBr	-1	0.9	2.0	-1	1.7	-0.2	-7	4	3	-29	-17
COc1ccccc1C(=O)N(NC(=O)Oc1ccccc1)C(C)(C)C	-3	1.4	2.5	-4	2.1	0.8	-14	-4	-2	7	549*
COc1ccc(NC(=O)C(NC(=O)CC2NC(=O)NC2=O)c2ccccc2)cc1 (stereo unspecified)	0	-1.5	3.7	0	-2.4	0.3	-5	-12	-4	9	2
O=C(c1ccc(OC2CCN(Cc3ccc(F)cc3)CC2)cc1)N1CCCC1	1	-1.1	0.6	-3	1.7	.	-4	-8	10*	-38	75
Cc1nn(C)c(C)c1CN(C(=O)CCc1nnc(Cc2c[nH]c3ccccc23)o1)C(C)C	1	-1.5	0.1	11	1.7	2.7	8	-4	0	-2	.
CCOc1ccc(S(=O)(=O)N2CCOCC2)cc1NC(=O)CN1C(=O)NC(C)(c2ccccc2)C1=O (stereo unspecified)	0	-0.3	-2.1	4	0.7	-1.5	-2	-10	-2	7	-5
O=C(Oc1ccccc1)c1ccccc1	-3	.	3.6	2	.	-0.3	0	3	5	-21	.
Cc1cccc(NC(=S)N/N=C(\c2ccccc2)C(C)C)c1	-8	-0.5	-0.8	18	-0.4	4.8	-8	-5	-4	10	43
Cc1ccc(/C=N/NC(=O)c2ccc(NC(=O)c3ccc(Cl)cc3)cc2)o1	-3	1.3	-1.9	9	4.6	0.9	-3	-5	-3	-18	56
COc1ccc(/C=N/NC(=O)c2ccc(Cn3cc([N+](=O)[O-])cn3)o2)c(OC)c1C	-1	-0.9	1.3	-7	3.7	1.3	6	2	-2	4	1
O=C(COc1ccc(S(=O)(=O)N2CCOCC2)cc1)NCCN1CCOCC1	2	-2.1	-0.7	-6	3.1	-0.7	1	0	8	-25	135
Cc1ccccc1Oc1cc(-n2ncc(Cl)c(Cl)c2=O)ncn1	-17	-1.5	0.6	-5	2.6	-1.0	-6	-7	-1	-5	-36
CC(C)CN1C(=O)CC(Sc2ccccc2C(=O)O)C1=O (stereo unspecified)	2	0.9	2.2	5	-1.1	-0.9	0	-9	4	-3	-17
Cc1csc(C2=C(O)CN(c3ccc4c(c3)OCCOCCOCCOCCO4)C2=N)n1	0	.	1.6	2	.	-1.5	-3	-13	-1	-3	.
O=C(COC(=O)/C=C/c1cccc(Cl)c1)NC1CC1	2	-1.1	2.8	-11	2.1	-1.9	2	3	4	-14	-3
CCOc1ccc(CCNC(=O)CSCc2ccc(C)cc2)cc1OCC	-5	-1.0	0.3	-6	1.5	1.2	5	0	-3	10	9
CCOc1ccc(NC(=O)NCCN2CCN(c3cccc(C)c3C)CC2)cc1	-1	0.3	3.9	2	2.1	1.7	6	-6	11*	-43	7
CCn1c(=O)cc(OCC(=O)NCC2CCCO2)c2ccccc21 (stereo unspecified)	1	0.5	1.6	-6	0.2	-1.1	0	-1	2	-5	15
COC(=O)c1cc(C(=O)c2cc(F)ccc2O)cn2c(=O)c3c(C)c(C)sc3nc12	-7	3.0	2.4	5	0.6	-0.7	9	1	-2	5	9
COc1ccc(Nc2nnc(SC(C(=O)Nc3ccc(OC)c(Cl)c3)c3ccccc3)s2)cc1 (stereo unspecified)	-1	-1.0	3.1	4	0.2	.	-12	-15	-2	-18	-2
C=CCNC(=O)COc1coc(CN2CCN(Cc3ccccc3)CC2)cc1=O	1	-1.0	4.1	-5	1.3	-0.3	-2	-3	2	8	-12
O=C(O)c1ccc(CSc2nc3ccccc3o2)cc1	-1	-1.4	3.8	-2	2.4	-0.3	-15	-10	0	0	25
CSc1cc(C)c(OCC(=O)Nc2c(C)nn(C)c2C)c(C)c1	1	-1.2	-0.1	-11	2.7	0.7	-2	-4	5	7	385*
COc1ccc(-n2ncc3c2CC(C)(C)CC3NC(=O)CCCN2CCCC2=O)cc1 (stereo unspecified)	0	2.4	1.6	0	3.2	-1.6	0	12	1	-5	-9
COc1ccc(-c2sc3ccc(OC)cc3c2-c2ccc(OCCN3CCOCC3)cc2)cc1	-5	-2.9	.	4	-0.1	2.8	-9	-10	-1	5	.
C#CCn1c(=NC(=O)c2cc(-c3cccs3)nc3ccccc23)sc2cc(S(N)(=O)=O)ccc21	-1	-3.8	-0.2	-4	-0.9	-1.5	-6	-3	6	-2	5
O=C(Nc1ccc(Br)cn1)c1ccc(Cl)s1	-9	-0.9	4.2	-14	1.6	-0.2	1	-5	1	-3	-5
S=C(c1cccs1)N1CCCC1	2	0.1	1.6	-3	2.6	0.4	2	3	-6	16	.
Cc1ccc(NC(=O)C2CC(=O)N/C(=N/NC(=O)c3ccc(C)cc3)S2)cc1 (stereo unspecified)	5	-1.9	4.7	16	0.4	1.6	-5	-5	3	-11	-1
O=C1CCC(C(=O)O)N1 (stereo unspecified)	-2	-0.2	2.0	-6	2.7	0.7	-12	-1	2	15	0
CCOc1ccc(C(=O)OCC(=O)NC2CCCCCCC2)cc1	-7	-0.3	3.8	3	0.8	-3.9	-3	1	6	18	-2
CN(CC(=O)Nc1cccc(F)c1)C(=O)c1ccc(-c2cccc(C(F)(F)F)c2)o1	0	-0.9	0.3	17	0.4	1.4	-6	2	8	-23	11
COc1cccc(N2C(=O)C3CCCN3C2c2cccs2)c1 (stereo unspecified)	2	-1.2	3.6	-3	3.3	0.3	-14	-6	2	-5	30
Cc1cc(C)cc(NC(=S)N2CCN(c3ccc(F)cc3)CC2)c1	-2	3.4	2.4	0	0.9	0.4	3	-4	2	-7	3
Cc1ccc(C)c(NC(=S)N2CCN(CCO)CC2)c1	4	-2.7	1.8	0	-1.6	0.4	9	6	1	18	-4
COc1ccccc1OCC(=O)NCc1ccco1	3	1.9	3.4	5	2.3	-1.3	-8	-7	1	1	14
O=C(CSc1nc(-c2ccccc2)cc(=O)[nH]1)Nc1ccc(F)c(F)c1	2	-1.1	-1.1	1	-1.6	-2.5	1	0	1	-4	18
COc1ccc(-c2noc(CNC(=O)c3ccoc3C)n2)cc1	-5	3.1	2.7	-8	3.3	-0.2	2	-1	8	-22	-6
CCNC(=O)NC(=O)CN(C)c1ccccc1	0	-0.1	-0.8	-5	2.7	-1.0	-1	-11	1	-2	279
Nc1nonc1-n1nnc(C(=O)N/N=C/c2ccc(Br)cc2)c1CSC1=NCCS1	-2	1.0	2.0	16	2.4	0.2	3	6	0	11	29
COc1ccc(C(=O)C2CCCN(C(=O)c3cccnc3OC)C2)c(C)c1 (stereo unspecified)	-2	-0.8	0.4	5	-0.3	-0.1	2	-13	2	-6	-12
CCc1nnc(NC(=O)CSc2nnc(CNc3cccc(Cl)c3)n2CC)s1	0	0.9	1.0	-12	1.3	-1.3	-12	0	-1	3	-8
COc1ccc(C(=O)NN2CC(O)=C(c3nc4ccccc4n3C)C2=N)cc1OC	-2	1.8	1.1	-1	2.3	-0.5	1	-5	5	-7	-26
O=C(O)CC1c2ccccc2C=Cc2ccccc21	-6	-0.5	1.0	1	1.5	0.3	-4	-10	4	12	3
Cc1nc(CCNC(=O)CC2C(=O)NCCN2Cc2ccccc2)sc1C (stereo unspecified)	0	1.3	3.2	-8	1.6	0.0	6	-9	-3	2	245
CN(CC(=O)Nc1cccc(F)c1)C(=O)c1sccc1-c1ccccc1	-2	.	2.5	0	.	-1.7	-6	0	-2	4	.
CC(C)(C)OC(=O)C[C@@H]1C/C=C\C[C@H](CC(=O)N[C@@H](CO)Cc2ccccc2)C(=O)N[C@H](Cc2ccccc2)COC1=O	-1	0.9	2.4	3	3.5	0.7	3	0	-5	14	-8
COc1ccccc1N(C(=O)CCl)c1cn(C(C)=O)c2ccccc12	1	2.5	3.9	-4	2.1	-1.0	-3	-9	39*	8	15
CC(C)CC(=O)N1CCC(O)(CS(=O)(=O)Cc2ccccc2Cl)CC1	-2	0.9	2.0	-2	-0.3	-1.0	2	1	3	-8	3
O=C(c1cc(-c2ccccc2)on1)N1CCc2ccccc2C1	-9	1.8	4.5	3	3.2	2.1	-11	-5	-2	5	26
O=C(CCS(=O)(=O)c1ccc(Br)cc1)Nc1cc(F)ccc1F	3	-3.8	4.4	-5	-1.1	-0.7	0	-4	-1	3	34
CC(=O)C(C(c1ccccc1)c1c[nH]c2ccccc12)[N+](=O)[O-] (stereo unspecified)	-2	0.3	2.8	-3	1.4	0.3	5	6	5	-20	402*
Cn1c(=O)cc(SCC(=O)N2CCN(C(=O)c3ccco3)CC2)c2ccccc21	-3	0.1	2.5	-7	1.3	0.2	-4	-14	1	-10	-1
